M. tuberculosis – growth inhibition of non-replicating M. tuberculosis (AID 488890). actives 0.39% (n = 320,000). inhibition, % at 25 µM, or IC50 in µM where a hit was titrated. Mycobacterium tuberculosis non-replicating, growth inhibition; higher % means a stronger effect; in the data active = a potency from the dose series;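 also: plate controls were DMSO cells for no effect and high antibiotic wells for full effect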
M. tuberculosis HTS – M. tuberculosis growth inhibition, HTS (AID 449762); M. tuberculosis H37Rv growth inhibition, 7H9 media; higher % means a stronger effect; actives 0.59% (n = 330,000); inhibition, % at 25 µM; hits with a dose series show IC50 in µM; in the data active = a potency from the dose series;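 also: bacterial growth assessed after seven days of incubation; strong numbers were not always called active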
inhibitors of VEEV – inhibitors of VEEV TC-83 cytopathic effect, confirmation, Vero cells (AID 588727) | Vero cells, VEEV TC-83 cytopathic effect inhibition; higher % means a stronger effect | one-dose inhibition, % at 20 µM; IC50 in µM for titrated hits | actives 0.13% (n = 350,000); in the data active = a potency from the dose series; also: strong numbers were not always called active
H1N1 NS1A inhibition – H1N1 influenza NS1A inhibitors, functional cell based assay (AID 504329). NS1A functional cell-based assay, percent inhibition; higher % means a stronger effect. one-dose inhibition, % at 12.5 µM; IC50 in µM for titrated hits. actives 0.3% (n = 340,000); in the data active = a potency from the dose series; also: strong numbers were not always called active
Salmonella PhoP GFP – PhoP regulon inhibitors, Salmonella typhi PhoP promoter GFP reporter, confirmatory (AID 1850); one-dose inhibition, % at 50 µM; IC50 in µM for titrated hits; Salmonella Typhi PhoP-promoter GFP reporter, fluorescence, 4 h; higher % means a stronger effect; actives 0.33% (n = 310,000); in the data active = a potency from the dose series;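 also: 0% = induced wells with vehicle and 100% = uninduced wells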
inhibitors of VEEV 10K pilot screen – further read-out of inhibitors of VEEV, marked with its call; inhibition, %; measured here: 10K pilot screen inhibition
* = called active by the depositor; i = inactive; nt = not tested or not shown; & = joins results of further samples.

SMILES	M. tuberculosis	M. tuberculosis HTS	inhibitors of VEEV	H1N1 NS1A inhibition	Salmonella PhoP GFP	others
CCOC(=O)CNC(=O)N1CCC(CCOc2ccccc2)(C(=O)OCC)CC1	-18%	5%	i	-10%	-3%
COC(=O)C1C(=O)NCC1c1ccc(OC)cc1 (centres undefined)	-5%	-1%	i	-6%	4%
CC(=C/c1ccccc1)/C=N/n1c(C)n[nH]c1=S	-20%	3%	1.4%	-4%	-8%
CCOc1ccc(-n2c(SCc3cc(=O)oc4cc(C)c(C(C)C)cc34)nnc2-c2cccnc2)cc1	40%	0%	i	3%	5%
O=S1(=O)c2ccccc2OC(COCc2ccccc2)CN1Cc1ccccc1 (centres undefined)	nt	nt	0.2%	-3%	nt
CS(=O)(=O)c1ccc(NC(=O)CN2C(=O)C3CCCCC3C2=O)cc1 (centres undefined)	-5%	-3%	i	3%	-2%
C[C@@H]1C(=O)O[C@H]2[C@H]1CC[C@@]1(C)C(=O)C=C[C@@](C)(O)[C@H]21	0%	-7%	i	0%	-2%
CC(C)OC(=O)C1C(=O)NC2(C)CC1c1ccccc1O2 (centres undefined)	-4%	-1%	2.6%	-10%	2%
COc1ccccc1N1C(=O)c2cccc3c(C(=O)O)ccc(c23)C1=O	1%	13%	0.7%	-1%	-3%
Cn1c(=O)c2c(nc(NC3CCCCC3)n2CC(O)COc2ccccc2)n(C)c1=O (centres undefined)	26%	0%	i	6%	-10%

Random excerpt: 6 records from the list, in no set order.
SMILES	M. tuberculosis	M. tuberculosis HTS	inhibitors of VEEV	H1N1 NS1A inhibition	Salmonella PhoP GFP	others
C[C@@H]1C(=O)O[C@H]2[C@H]1CC[C@@]1(C)C(=O)C=C[C@@](C)(O)[C@H]21	0%	-7%	i	0%	-2%
CS(=O)(=O)c1ccc(NC(=O)CN2C(=O)C3CCCCC3C2=O)cc1 (centres undefined)	-5%	-3%	i	3%	-2%
COC(=O)C1C(=O)NCC1c1ccc(OC)cc1 (centres undefined)	-5%	-1%	i	-6%	4%
COc1ccccc1N1C(=O)c2cccc3c(C(=O)O)ccc(c23)C1=O	1%	13%	0.7%	-1%	-3%
CC(C)OC(=O)C1C(=O)NC2(C)CC1c1ccccc1O2 (centres undefined)	-4%	-1%	2.6%	-10%	2%
Cn1c(=O)c2c(nc(NC3CCCCC3)n2CC(O)COc2ccccc2)n(C)c1=O (centres undefined)	26%	0%	i	6%	-10%

The main list resumes with the four entries that preceded the break.
SMILES	M. tuberculosis	M. tuberculosis HTS	inhibitors of VEEV	H1N1 NS1A inhibition	Salmonella PhoP GFP	others
C[C@@H]1C(=O)O[C@H]2[C@H]1CC[C@@]1(C)C(=O)C=C[C@@](C)(O)[C@H]21	0%	-7%	i	0%	-2%
CC(C)OC(=O)C1C(=O)NC2(C)CC1c1ccccc1O2 (centres undefined)	-4%	-1%	2.6%	-10%	2%
COc1ccccc1N1C(=O)c2cccc3c(C(=O)O)ccc(c23)C1=O	1%	13%	0.7%	-1%	-3%
Cn1c(=O)c2c(nc(NC3CCCCC3)n2CC(O)COc2ccccc2)n(C)c1=O (centres undefined)	26%	0%	i	6%	-10%
C[C@H](CO)N1C[C@H](C)[C@@H](CN(C)Cc2ccc(Oc3ccccc3)cc2)Oc2ccc(NC(=O)Cn3cnnn3)cc2C1=O	30%	3%	i	-6%	nt
Nc1nc(SCC(=O)Nc2ccc([N+](=O)[O-])cc2Br)n[nH]1	-8%	-10%	0.2%	-7%	-3%
CN(C)C(CNC(=O)c1ccc(NC(=O)c2cccs2)cc1)c1ccccc1 (centres undefined)	2%	2%	0.4%	0%	9%
Cc1ccc(NC2=C(NCCO)C(=O)c3ccccc3C2=O)cc1	18%	11%	3.7%	16%	-17%
C=CCn1c(SCCOc2ccc(OC)cc2)nnc1C(C)NC(=O)c1ccc(OC)cc1 (centres undefined)	-13%	-12%	1.5%	1%	1%
O=C(c1cnn(C(=O)c2ccc(O)cc2)c1)c1ccccc1O	17%	-2%	nt	nt	16%
Cc1cccc(N(CC(=O)NCc2ccco2)C(=O)CNS(=O)(=O)c2ccc(F)cc2)c1	5%	6%	i	9%	11%
Cc1cccc(NC(=O)C2CC(=O)n3cnnc3S2)c1 (centres undefined)	40%	1%	2.1%	-5%	8%
Cc1ccccc1NC(=O)CCc1c(C)nn(-c2ccc(N3CCOCC3)nn2)c1C	0%	5%	i	9%	4%
O=C(C1CCCN(S(=O)(=O)c2ccc(F)cc2)C1)N(Cc1cccs1)C1CC1 (centres undefined)	2%	-14%	1.2%	3%	-6%	inhibitors of VEEV 10K pilot screen=0.0
O=C(O)c1cc(S(=O)(=O)N2CCCCC2)ccc1F	6%	-5%	i	-5%	-2%
Cn1c(-c2ccc(F)cc2)cnc1SCC(=O)NNC(=O)Cc1ccccc1	1%	29%	1.4%	nt	-5%
O=C(NC(=S)Nc1ccccc1N1CCN(C(=O)c2ccccc2)CC1)c1cccs1	0%	5%	i	-2%	-8%
O=C(O)c1ccc2c(c1)C(=O)N(CCc1c[nH]c3ccccc13)C2=O	-4%	5%	0.5%	-4%	14%
CCCCn1c(SCC(=O)N2CCN(c3ccccc3)CC2)nc2ccsc2c1=O	26%	1%	3.3%	10%	-9%
CC(=O)c1cccc(NC(=O)NCc2cccs2)c1	-7%	6%	i	-9%	-4%
OCCOCCn1c(CCNc2nc(-c3ccc(F)cc3)cs2)nc2cc(C(F)(F)F)ccc21	8%	51%	4.1%	6%	8%
CCOCCCn1c(=N)c(S(=O)(=O)c2ccccc2)cc2c(=O)n3cc(C)ccc3nc21	1%	1%	i	-7%	4%
COc1ccc(CCNC(=O)N2CCOCC2)cc1	10%	2%	0.6%	5%	-1%
CCCc1nc(SCC(=O)Nc2ccc(S(=O)(=O)N(C)C)cc2)c2ccccc2n1	52%	-2%	i	22%	2%

Four structures from above, arranged by count of non-hydrogen atoms, lowest first.
SMILES	M. tuberculosis	M. tuberculosis HTS	inhibitors of VEEV	H1N1 NS1A inhibition	Salmonella PhoP GFP	others
O=C(O)c1ccc2c(c1)C(=O)N(CCc1c[nH]c3ccccc13)C2=O	-4%	5%	0.5%	-4%	14%
CCCc1nc(SCC(=O)Nc2ccc(S(=O)(=O)N(C)C)cc2)c2ccccc2n1	52%	-2%	i	22%	2%
CCOCCCn1c(=N)c(S(=O)(=O)c2ccccc2)cc2c(=O)n3cc(C)ccc3nc21	1%	1%	i	-7%	4%
OCCOCCn1c(CCNc2nc(-c3ccc(F)cc3)cs2)nc2cc(C(F)(F)F)ccc21	8%	51%	4.1%	6%	8%

The list continues.
SMILES	M. tuberculosis	M. tuberculosis HTS	inhibitors of VEEV	H1N1 NS1A inhibition	Salmonella PhoP GFP	others
C=CCn1c2ccccc2c2nnc(SCN3C(=O)c4ccccc4C3=O)nc21	9%	-6%	7.4%	-1%	1%
Cc1oc(C)c2c(=O)ccc3c(c12)OC(N)=C(C#N)C3c1ccccc1Cl (centres undefined)	30%	93%	3.2%	-2%	-10%
COc1ccc(CN2CCc3ccc(NC(=O)CCc4ccccc4OC)cc3C2)c(O)c1	22%	49%	2.4%	7%	4%
C[C@@H]1C[C@H]2[C@@H]3CCC4=CC(=O)C=C[C@]4(C)[C@@]3(F)[C@@H](O)C[C@]2(C)[C@@]1(O)C(=O)CO	-6%&2%	-5%&-5%	0.9%	4%&-10%	8%
COc1ccc(NC(=O)C2CCN(S(=O)(=O)c3cccs3)CC2)cc1OC	27%	1%	2.4%	-2%	nt
CCn1cc(C(=O)NCCCN2CC(C)CC(C)C2)c(=O)c2cc(S(=O)(=O)N(C)C)ccc21 (centres undefined)	-9%	4%	0.2%	-3%	-5%
CCOC(=O)Cc1cc(=O)[nH]c(/N=C(/NC(=O)c2ccccc2)Nc2ccccc2C(F)(F)F)n1	-8%	-5%	1.3%	1%	1%
O=C(CCCc1cccs1)NCCc1c[nH]c2ccccc12	24%	-4%	i	-17%	3%
O=[N+]([O-])c1ccc(N/N=C/c2cccc(O)c2O)c(S(=O)(=O)N2CCOCC2)c1	-13%	3%	3.3%	1%	9%
CCCCCSc1nnc(-c2ccccc2N)c(=O)[nH]1	58%	-3%	3.4%	-10%	18%
CCOc1ccc(NC(=O)CCN2CCN(c3ccccc3OC)CC2)cc1	9%	-4%	0.8%	5%	-4%
O=c1c2c(nc3n1CCCCC3)sc1c(O)cccc12	16%	-9%	3.3%	9%	-6%
C=CCn1cccc(C(=O)Nc2ccc(SC)cc2)c1=O	4%	-1%	3.8%	-1%	6%
N#Cc1cc(Oc2ccc3ccccc3c2)c(-n2nnc3ccccc32)cc1C#N	-2%	4%	i	0%	-10%
C/C(CC(C)C)=N\Oc1nc(C)cc(C)n1	-9%	-5%	0.8%	nt	-5%
O=C(c1cc(-c2ccco2)on1)N1CCc2ccccc2C1	24%	1%	i	9%	-1%
C=C(C)[C@H]1CC=C(C)C(=O)C1	1%	-3%	i	-1%	nt
Cc1nnc(SCC(=O)N2CCCC2)n(N)c1=O	9%	-7%	0.1%	-2%	7%
CCOC(=O)N1CCN(CC(O)c2ccc3cc[nH]c3c2)CC1 (centres undefined)	-9%	-4%	2.2%	4%	4%
CCCN1Cc2cccc(C(=O)Nc3ccc4c(c3)OCCO4)c2C1=O	-38%	-9%	0.5%	-6%	-3%
COc1ccc2oc(=Nc3ccccc3)c(-c3nc4ccccc4[nH]3)cc2c1	0%	4%	1.2%	-1%	2%
COC(=O)c1c(C(=O)OC)c2cc(C)ccn2c1Cl	3%	5%	0.8%	-4%	-3%
CCOC(=O)C1CCN(C(=O)Cn2ncc3c([nH]c4ccccc43)c2=O)CC1	-9%	-2%	1.5%	1%	3%
CC1(C)CC(=O)C=C(Nc2ccc(F)c(Cl)c2)C1	-4%	-7%	1.6%	-33%	-3%
CCCCC1=CC2=CC(=O)C(C)(OC(=O)CC)C(=O)C2=CN1Cc1ccccc1 (centres undefined)	27%	0%	0.7%	-2%	-1%
Cc1nn(CC(=O)N(C)C)c(C)c1S(=O)(=O)N1CCOCC1	-2%	-3%	3.8%	-14%	nt
CC(C)C(C)(C#N)NC(=O)CSc1nc2scc(-c3ccccc3)c2c(=O)[nH]1 (centres undefined)	7%	5%	0.3%	22%	-14%
CN(C)S(=O)(=O)c1ccc(NC(=S)NC(=O)Cc2ccccc2)cc1	-9%	-1%	0.5%	-2%	5%
O=C(N/C(=C/c1ccc([N+](=O)[O-])cc1)C(=O)N1CCOCC1)c1ccco1	-1%	2%	1.0%	-11%	3%
COc1ccc(CCNC(=O)CCS(=O)(=O)c2ccc3c(c2)NC(=O)CS3)cc1OC	35%	5%	1.9%	5%	1%
COC(=O)N/N=C/c1cn(CCOc2ccccc2)c2ccccc12	23%	15%	2.3%	3%	16%
CCOC(=O)/C=C/c1ccccc1S(=O)(=O)NC(C)(C)C	-4%	-5%	i	14%	-1%
COCCOC(=O)C1=C(C)N=C2SCCC(=O)N2C1/C=C/c1ccccc1 (centres undefined)	16%	2%	1.3%	5%	4%
Cc1cc2nc(C)c3c(n2n1)CCC3	-2%	10%	1.8%	1%	9%
O=C(c1ccc(F)cc1)N1CCC(N2CCCCCC2)CC1	-6%	-7%	0.4%	1%	-6%
CN(C(=O)c1coc(=O)c2ccccc12)c1ccc(Br)cc1	15%	4%	0.9%	-1%	-12%
CC(=O)c1c(N)c(C#N)c(C)n1-c1ccc(Br)cc1	-4%	-1%	2.6%	7%	6%
O=c1oc2ccccc2cc1-c1cn2cccnc2n1	7%	-6%	3.2%	22%	-8%
